# NR2E3 ag-1: agonists of human nuclear receptor NR2E3; inhibition of corepressor binding, % at 4.78 µM; hit rate 0.12% among 320,000; GST-NR2E3/biotin-RetCOR TR-FRET, 1536-well; AID 2300; Q9Y5X4;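 active means percent inhibition above the cutoff of mean plus 3 SD of all tested compounds, set per screening campaign, cut at about 20% in these data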;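 further: 0% = DMSO wells and 100% = biotin wells as full block of FRET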
# Target sequence (Q9Y5X4 whole entry, looked up): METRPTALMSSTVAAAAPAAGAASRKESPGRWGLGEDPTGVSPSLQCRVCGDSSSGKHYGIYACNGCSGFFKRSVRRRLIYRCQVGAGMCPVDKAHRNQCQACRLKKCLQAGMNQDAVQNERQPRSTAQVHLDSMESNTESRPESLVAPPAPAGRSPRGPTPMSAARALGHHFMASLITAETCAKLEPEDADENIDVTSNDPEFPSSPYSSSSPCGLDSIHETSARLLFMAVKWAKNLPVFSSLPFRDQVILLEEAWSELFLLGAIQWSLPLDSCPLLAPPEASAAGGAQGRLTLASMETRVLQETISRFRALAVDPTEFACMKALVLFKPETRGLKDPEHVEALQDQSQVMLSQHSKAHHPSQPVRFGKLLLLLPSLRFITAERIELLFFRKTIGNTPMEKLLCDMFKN
#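 Material: NR2E3–RetCOR corepressor complex | Quantity: 1.35 nM GST-tagged NR2E3 final | Schedule: 5 h at 4 °C | Replication: Singlicate compound wells | Reagent: RetCOR corepressor, biotinylated, 7 nM | Controls: Biotin wells as high control, 0.6% DMSO wells as low control | Signal: TR-FRET, Eu(K)-anti-GST donor, streptavidin-D2 acceptor, ex 340, em 617/671 nm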
# C8 TRAIL sens: sensitizes caspase-8 expressing cells to TRAIL | NB7+C8 cells + TRAIL, ATPlite viability luminescence | inhibition (viability loss, TRAIL sensitization), % at 10 µM | hit rate 1% among 360,000 | AID 624354;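 active means compounds causing at least 50% loss of cell viability in the single-dose screen, relative to plate controls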
# Shn3 inh set2: Schnurri-3 reporter inhibition in Clone20 osteoblasts. AID 588674. inhibition, % at 12.5 µM. Clone20 osteoblast Shn3 3'UTR firefly luciferase, 24 h. hit rate 0.52% among 360,000;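 active means mean inhibition of at least 75% with every replicate also reaching 75%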;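 further: 0% = median of neutral control wells and 100% = pilot-screen positive control compound; some compounds past the cut are filed as inactive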
# LMP1 NFkB inh: reduces LMP1-driven NF-kappaB luciferase signal. LMP1-induced NF-kappaB luciferase reporter cells, luminescence. inhibition, % at 12.5 µM. hit rate 0.69% among 350,000. AID 504558; in the data active means inhibition above about 41%;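 further: 0% = neutral control wells and 100% = reference inhibitor control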
# Peg3 promoter: inhibitors of Peg3 promoter | HeLa PEG-Prom luciferase reporter, luminescence, overnight | inhibition, % at 20 µM | hit rate 1.7% among 360,000 | AID 588405;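 active means inhibition of at least 50% at 20 µM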
# CF NFkB block: blocks PAF-induced NF-kB reporter in cystic fibrosis cells; KKLEB NF-kB-GFP reporter, GFP fluorescence overnight; inhibition, % at 5 µM; hit rate 0.86% among 360,000;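 active means at least 50% inhibition at 5 µM, scaled per plate between neutral and stimulator controls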;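 further: PAF is a Pseudomonas aeruginosa culture filtrate used as stimulus; plate controls were PAF-stimulated DMSO wells for no effect and unstimulated DMSO wells for full effect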
# KKLEB cytotox: counter-screen for CF NF-kB inhibitors: cytotoxicity; KKLEB CF airway cells viability, ATPlite luminescence, overnight; hits give low values; cells stimulated with P. aeruginosa culture filtrate; activity change (cytotoxicity), % at 5 µM; hit rate 0.36% among 360,000; AID 602141;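 active means corrected activity change at or below -50% at 5 µM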
# HIF-2a inh: HIF-2a inhibition. AID 624352. hit rate 0.72% among 360,000. inhibition, % at 18.8 µM. 786-0 RCC cells HIF-2a reporter, luciferase luminescence, overnight;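 active means inhibition of the luminescence signal of 40% or more relative to plate controls, in a single-dose primary screen at 18.75 µM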
# MITF TRPM1 inh: MITF TRPM1 promoter inhibition in SK-MEL-5 cells. inhibition, % at 12.5 µM. SK-MEL-5 TRPM1 promoter luciferase, 24 h. hit rate 0.83% among 330,000;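 active means mean inhibition across replicates of 60% or more, whatever share of single replicates reaches that level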; further: values of inactives mirror those of a sister screen read the other way
# NR2E3 ag-2: human photoreceptor-specific nuclear receptor agonism; inhibition of corepressor binding, % at 3.98 µM; CHO-S Gal4-NCOR/VP16-NR2E3 two-hybrid, luciferase; Q9Y5X4; AID 602229; hit rate 0.35% among 360,000;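 active means inhibition above the mean of all tested compounds plus 3 SD, cut at about 70% in these data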;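 further: 0% = DMSO with NR2E3 transfected cells and 100% = cells lacking NR2E3 construct; higher means lower luciferase signal from less NR2E3 corepressor binding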
# iPSC survival up: enhancers of human iPSC single-cell survival; AID 602274; hit rate 0.044% among 360,000; hiPSC single-cell survival, ATPlite luminescence; 100% = ROCK inhibitor wells, 0% = DMSO; survival enhancement, % at 20 µM; in the data active means survival enhancement above about 18%;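 further: cells exposed to compounds for 16 hours before the ATP read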
# * = called active by the depositor; x = not tested or not shown. An excerpt. The share of hits here may be higher or lower than overall.
SMILES,NR2E3 ag-1,C8 TRAIL sens,Shn3 inh set2,LMP1 NFkB inh,Peg3 promoter,CF NFkB block,KKLEB cytotox,HIF-2a inh,MITF TRPM1 inh,NR2E3 ag-2,iPSC survival up
O=c1[nH]c2ccc(NS(=O)(=O)c3ccc(Cl)cc3)cc2[nH]1,-0.5,0.0,-17.0,5.5,9.0,-2.5,5.4,9.0,1.0,-24.4,0.0
CCCCN1CNC(=S)N(Cc2ccccc2)C1,-0.6,-2.3,7.5,-1.9,14.4,9.7,8.7,12.9,-7.2,11.8,7.1
COc1cc(CN(CC(C)C)S(=O)(=O)c2ccccc2Br)cc(OC)c1,x,2.6,5.4,-5.1,24.2,-15.1,13.6,20.4,-0.3,-50.1,-0.9
CC(C)(C)NCc1cc(Br)ccc1OCc1cccs1,2.7,26.3,16.6,0.4,3.1,4.7,-17.3,9.9,-3.8,-26.8,-1.4
COc1ccc(OC)c(S(=O)(=O)n2c([N+](=O)[O-])cnc2C)c1,4.0,-14.1,0.9,11.6,8.3,-2.2,-9.5,14.4,-6.8,-2.4,-0.2
CN(Cc1ccccc1)C(=O)c1ccc(NC(=O)Cc2ccc(NC(=O)C3CCN(C(=O)C4CCCC4)CC3)cc2)cc1,x,4.7,10.4,5.4,7.3,-2.1,9.5,8.5,4.5,-7.0,0.5
Cc1cc(NC(=O)CSc2nnc(-c3ccco3)o2)no1,0.4,-4.9,1.8,-1.1,18.2,-8.4,18.0,0.5,8.0,-2.0,-1.4
CC12CCC3C(C1)C(C(=O)O2)C(=O)OC3(C)C (stereo not given),x,-4.4,14.3,-5.9,6.7,-41.3,5.3,6.8,x,-26.5,-1.2
O=C1c2ccccc2C(=O)N1CC(O)COc1ccc(Br)cc1 (stereo not given),-1.8,8.9,-20.1,-4.8,-17.0,-1.8,0.2,-8.0,-13.2,-14.5,-0.5
CC(=O)Nc1ncc(Sc2ccc([N+](=O)[O-])cc2)s1,x,-15.1,0.4,-7.9,16.2,2.5,3.7,-0.8,-5.1,-38.9,-0.9
O=C(OCc1cc(=O)n2ccsc2n1)C1(c2ccc(Cl)cc2)CC1,-0.2,16.7,7.1,-6.8,-0.2,-7.0,0.8,-13.6,-5.2,2.7,0.6
O=c1ccn([C@@H]2O[C@H](CNCC3=Cc4cc(O)ccc4OC3)[C@@H](O)[C@H]2O)c(=O)[nH]1,x,-6.3,-25.9,5.3,-8.5,3.4,-4.1,17.9,1.1,-16.4,-0.1
CCc1ccc(CNC(=O)C2CCN(S(=O)(=O)N3CC(C)CC(C)C3)CC2)cc1 (stereo not given),-0.1,1.1,25.7,17.9,-6.8,-7.1,-16.1,6.8,11.6,15.8,0.0
O=C(NCCCCc1ccccc1)c1cccc(NC(=O)C2CC2)c1,x,6.9,14.1,6.1,-13.2,26.0,-6.7,-21.9,-11.6,12.4,0.4
CCOc1ccc(NC(=O)Nc2ccc3c(c2)CCC3)cc1,1.5,-23.0,-29.1,-11.1,-59.3,-0.8,5.0,-69.7,-54.2,-8.5,-0.5
C=CCN(c1ccccc1)S(=O)(=O)c1cccc(C(=O)Oc2ccc3c(C)cc(=O)oc3c2)c1,-2.2,-15.3,-10.4,-1.2,8.9,5.1,2.9,9.9,-15.0,-5.4,-1.2
CCN1CCN(c2cc3c(cc2F)c(=O)c(C(=O)O)cn3C2CC2)CC1,0.0,-5.7,-2.6,-7.7,6.7,-11.3,17.1,11.6,-3.4,-18.8,-0.7
Cc1ccccc1C(=O)c1ccccc1C(=O)c1ccccc1,x,11.6,15.0,-15.8,16.4,-9.9,4.8,-7.5,3.3,-20.5,1.7
O=C(Cn1cnc2sc(-c3ccccc3)cc2c1=O)NCCc1ccccc1,-2.8,3.9,8.9,-4.3,27.2,-0.3,-2.5,-1.2,-16.8,-3.0,0.2
CCn1c(=S)sc2c(=O)n(CC(=O)Nc3ccc(OC)cc3)c(C)nc21,-1.2,25.3,-15.0,-2.5,-4.2,-18.0,0.7,4.0,-4.3,7.0,0.6
CCOc1ccc(NC(=O)CCCn2c(=S)[nH]c3ccsc3c2=O)cc1,2.2,10.1,13.0,-3.1,15.3,-10.0,-0.8,14.8,6.0,16.4,1.6
O=C(Nc1ccccc1)N1CCc2scc[n+]2-c2ccccc21,-0.4,16.1,8.7,5.1,-3.2,24.6,5.6,1.2,-7.4,3.1,-0.6
CC(=O)c1cccc(NC(=S)N2c3ccccc3CC2C)c1 (stereo not given),3.4,34.8,9.5,2.7,2.6,1.0,-15.7,4.5,5.1,9.9,0.3
O=C(COc1ccc2ccccc2c1)Nc1ccccc1C(=O)O,1.6,31.5,-37.8,-3.8,-160.2,7.1,-14.1,-151.4,-0.1,-148.8,-0.4
O=S(=O)(c1cccc(NC(=S)N2CCN(c3ccc(F)cc3)CC2)c1)C(F)F,2.3,6.8,11.7,16.8,10.4,11.9,-3.7,1.5,8.9,22.2,-3.6
COc1cccc(CNC(=O)CCS(=O)(=O)c2cccs2)c1,0.9,5.1,2.2,-7.0,10.2,9.4,7.6,9.0,-1.8,-17.0,3.1
COc1cc(C(=O)Nc2ccc(C)cc2)c(-n2cnnn2)cc1OC,-0.2,-6.5,-7.2,-0.3,13.5,1.9,0.3,18.5,8.6,5.0,0.1
O=C(Cc1coc2ccc3ccccc3c12)NCc1ccccc1,0.9,-3.3,-20.1,-5.1,-1.6,13.9,-10.3,-51.3,-8.5,-43.3,-0.1
Cc1cc(C)c(S(=O)(=O)NCc2ccccn2)cc1C,2.8,-12.0,4.6,2.7,12.9,-11.9,0.4,6.6,6.2,14.2,0.5
O=C(CN1CCN(S(=O)(=O)c2ccc(Cl)cc2)CC1)Nc1ccc2c(c1)CCC2,2.4,7.6,8.5,1.0,27.7,4.4,-6.4,15.2,-8.2,8.6,1.9
CCOC(=O)c1ccc(NC(=O)CN2CCN(c3ccccc3)CC2)cc1,1.9,-8.1,3.1,0.8,17.4,-17.8,-7.0,15.2,-1.5,7.9,2.1
CC(=O)NCCc1nc2cc(NC(=O)COc3cccc(C)c3)ccc2n1C,1.5,-10.7,-23.4,-3.9,-66.4,-6.9,9.3,-105.5,-28.7,-14.0,0.1
C=CCn1c(SCC(=O)Nc2cccnc2Cl)nnc1-c1ccccc1F,-2.7,18.3,7.7,0.1,17.7,2.5,5.3,6.7,2.2,-1.4,-1.9
COc1ccc2c(c1)c1c(n2C)[C@@H]2CC=C(CO)[C@@H](C1)N2C,x,1.5,20.1,0.0,0.8,-15.0,22.9,0.9,0.2,-7.9,-1.2
COc1ccc(CCn2c(=N)c(S(=O)(=O)c3ccccc3)cc3c(=O)n4ccccc4nc32)cc1,-0.8,1.1,-0.6,12.7,8.3,-8.6,1.5,-11.0,8.8,-14.7,-0.7
CCOC(=O)N1CCN(CC(=O)c2ccc3c(c2)CCN3C(C)=O)CC1,5.3,4.6,-22.2,-7.1,-13.3,-1.5,-2.0,-9.0,x,-38.5,2.7
CCOCCCNC(=O)C(Cc1ccccc1)NS(=O)(=O)c1ccc2c(c1)c(=O)n(C)c(=O)n2C (stereo not given),1.1,1.1,-2.8,-3.7,-2.5,-3.6,-4.7,18.7,2.2,11.2,1.4
CCOc1ccccc1N1CCN(c2nc3ccccc3nc2C(C#N)C(=O)OC(C)C)CC1 (stereo not given),-0.4,-10.4,5.1,-3.8,10.2,3.0,-5.9,17.6,-0.1,9.8,-0.7
CCc1cc(=O)oc2cc(OCC(=O)NCC3CCC(C(=O)O)CC3)ccc12 (stereo not given),1.8,-1.0,4.4,0.0,13.6,14.6,11.5,7.4,1.1,3.5,2.1
CN(C)S(=O)(=O)c1ccc(C(=O)Nc2nnc(-c3ccco3)o2)cc1,6.1,5.1,-80.9,-15.3,7.5,-17.6,10.4,7.8,-10.8,0.4,3.9
CCC1Oc2ccccc2N(CC(=O)NCCCN2CCN(Cc3ccccc3)CC2)C1=O (stereo not given),2.4,-1.7,-0.5,-0.3,23.9,-14.6,4.4,13.3,10.7,-6.9,-0.3
COCCNC(=O)C(OC(=O)CC1Sc2ccccc2NC1=O)c1ccccc1 (stereo not given),-2.4,2.5,7.0,-7.4,-18.7,6.0,0.7,-8.0,-7.7,5.7,-2.8
CC(=O)c1cccc(NC(=O)C23CC4CC(C2)CC(n2cncn2)(C4)C3)c1,-0.1,-6.1,-10.7,-5.2,11.9,14.0,-4.4,23.9,-9.8,-11.8,-1.0

# Of the compounds above, 7 have an aryl methoxy group:
SMILES,NR2E3 ag-1,C8 TRAIL sens,Shn3 inh set2,LMP1 NFkB inh,Peg3 promoter,CF NFkB block,KKLEB cytotox,HIF-2a inh,MITF TRPM1 inh,NR2E3 ag-2,iPSC survival up
COc1cc(CN(CC(C)C)S(=O)(=O)c2ccccc2Br)cc(OC)c1,x,2.6,5.4,-5.1,24.2,-15.1,13.6,20.4,-0.3,-50.1,-0.9
COc1ccc(OC)c(S(=O)(=O)n2c([N+](=O)[O-])cnc2C)c1,4.0,-14.1,0.9,11.6,8.3,-2.2,-9.5,14.4,-6.8,-2.4,-0.2
CCn1c(=S)sc2c(=O)n(CC(=O)Nc3ccc(OC)cc3)c(C)nc21,-1.2,25.3,-15.0,-2.5,-4.2,-18.0,0.7,4.0,-4.3,7.0,0.6
COc1cccc(CNC(=O)CCS(=O)(=O)c2cccs2)c1,0.9,5.1,2.2,-7.0,10.2,9.4,7.6,9.0,-1.8,-17.0,3.1
COc1cc(C(=O)Nc2ccc(C)cc2)c(-n2cnnn2)cc1OC,-0.2,-6.5,-7.2,-0.3,13.5,1.9,0.3,18.5,8.6,5.0,0.1
COc1ccc2c(c1)c1c(n2C)[C@@H]2CC=C(CO)[C@@H](C1)N2C,x,1.5,20.1,0.0,0.8,-15.0,22.9,0.9,0.2,-7.9,-1.2
COc1ccc(CCn2c(=N)c(S(=O)(=O)c3ccccc3)cc3c(=O)n4ccccc4nc32)cc1,-0.8,1.1,-0.6,12.7,8.3,-8.6,1.5,-11.0,8.8,-14.7,-0.7
